DT40 TDP1 no CPT = qHTS for Inhibitors of human tyrosyl-DNA phosphodiesterase 1 (TDP1): qHTS in cells in absence of CPT; Potency, µM (top dose mostly 46.2 µM), inactives show at the top dose activity change, negative = growth inhibition, most hits filed as inhibitors; 15% of 420,000 active; AID 686978, 2013; DT40 Tdp1-/- hTDP1 cells, no CPT, ATP luminescence, 48 h; further: nearly all actives have a fitted effect of over 55% in size
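Cells were dispensed at 400 per well, compounds added by pin tool, plates incubated ≥48 hr at 37 °C, then CellTiter-Glo added for 30 min at room temperature before luminescence reading. Line: DT40 Tdp1-/- complemented with hTDP1; camptothecin omitted.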
DT40 TDP1 CPT = DT40-hTDP1 cell growth loss with CPT. 12% of 420,000 active. Potency, µM (highest dose often 46.2 µM), without a hit: top-dose activity change, negative = growth inhibition, usual class: inhibitors. chicken DT40 Tdp1-/-;hTDP1 cells + 20 nM CPT, ATP luminescence, 48 h; further: nearly all actives have a fitted effect of over 55% in size
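Cell growth measured by CellTiter-Glo luminescence after a minimum 48 h, 37 C compound exposure with 20 nM CPT in Tdp1-knockout DT40 cells stably expressing hTDP1, seeded 400/well; qHTS titration format.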
TDP1 block = inhibitors of human tyrosyl-DNA phosphodiesterase TDP1 | Q9NUW8 | recombinant TDP1, AlphaScreen DNA substrate cleavage | Potency, µM (doses to about 130 µM), without a hit: at the highest dose activity change, negative = inhibition, hits mostly inhibitors | 0.28% of 350,000 active | AID 485290; further: nearly all actives have a fitted effect of over 40% in size
Target sequence (Q9NUW8 whole entry, looked up): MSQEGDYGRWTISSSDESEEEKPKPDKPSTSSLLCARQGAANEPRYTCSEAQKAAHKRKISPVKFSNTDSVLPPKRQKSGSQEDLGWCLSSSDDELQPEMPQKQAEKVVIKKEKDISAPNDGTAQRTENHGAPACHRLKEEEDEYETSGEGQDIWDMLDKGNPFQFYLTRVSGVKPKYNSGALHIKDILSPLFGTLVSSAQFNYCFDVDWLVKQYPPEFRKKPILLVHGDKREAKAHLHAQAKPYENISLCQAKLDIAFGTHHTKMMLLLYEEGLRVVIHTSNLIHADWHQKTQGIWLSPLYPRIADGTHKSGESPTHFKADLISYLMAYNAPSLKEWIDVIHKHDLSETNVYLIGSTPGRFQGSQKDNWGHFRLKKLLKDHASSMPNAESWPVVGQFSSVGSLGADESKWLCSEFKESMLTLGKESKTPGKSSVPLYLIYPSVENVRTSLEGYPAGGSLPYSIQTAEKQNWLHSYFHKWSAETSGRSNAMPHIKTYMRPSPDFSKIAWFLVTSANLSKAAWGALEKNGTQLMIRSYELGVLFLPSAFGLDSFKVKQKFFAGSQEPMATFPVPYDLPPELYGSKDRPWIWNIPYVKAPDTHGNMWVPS
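AlphaScreen read-out: signal falls as enzyme removes the 3' tyrosine-FITC from a 5'-biotinylated DNA oligo (15 nM, 5 min, RT). Enzyme was E. coli-made recombinant Tdp1 at 1 nM, exposed to compound for 15 min beforehand; beads 10 ug/ml, 10 min.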
Active calls of the source: *; ? = inconclusive; . = not tested or not shown; [ ] = remark or other dose. The call rests on the fitted dose curve; in most records, active means well fitted curve in the direction sought with a large enough effect; inconclusive means small, poorly fitted or top-dose-only effect, or another doubt; inactive means no such curve, though single readings can be large; an effect the other way counts as inactive or inconclusive. On the % scale 0 is the no-effect control and ±100 the full control effect; potency means the concentration at half of the fitted maximal effect.

entry	molecule	DT40 TDP1 no CPT	TDP1 block	DT40 TDP1 CPT
1	O=C(CC1C(=O)OCC2CCCCN21)Nc1ccccc1C(F)(F)F (configuration not stated)	-13.9%	.	2.2%
2	CCCn1nc(C(=O)OCC(=O)NC(C)c2ccccc2)c2ccccc2c1=O (configuration not stated)	-0.9%	2.7%	21.2%
3	CCCN1C2CCCC1CC(NC(=O)c1cccc([N+](=O)[O-])c1)C2 (configuration not stated)	-2.3%	.	2.0%
4	COc1ccc(-c2csc(NC(=O)c3nc(-c4ccccc4)oc3C)n2)cc1	-14.9%	0.0%	-14.3%
5	COc1c([N+](=O)[O-])c(=O)n(-c2ccccc2)c2ccccc12	0.3%	-2.2%	-21.2%
6	Cc1nc(S/C(=C/c2ccc(OCc3ccc(C(=O)O)cc3)cc2)C(=O)O)n[nH]1	-6.0%	12.6µM*	17.8%
7	COc1ccc(S(=O)(=O)N2CCC(C)CC2)cc1Br	-7.3%	4.3%	-14.3%
8	NC(=O)NC(=O)C(Nc1ccc2c(c1)CCC2)c1ccccc1 (configuration not stated)	-18.0%	-2.6%	?
9	C=CC[C@H](CC(=O)N(CCO)Cc1ccccc1)C(=O)N[C@H](COC(=O)[C@H](CC=C)CC(=O)OC(C)(C)C)Cc1c[nH]c2ccccc12	?	5.0%	?
10	O=C(CSc1cn(CCNC(=O)c2ccccc2)c2ccccc12)NCc1ccco1	?	3.9%	25.9µM*
11	COc1cccc(C(=O)NCCS(=O)(=O)NC(C)CCc2ccccc2)c1 (configuration not stated)	6.51µM*	.	?
12	CCOc1ccc(S(=O)(=O)Nc2ccc3c(c2)CCCN3S(=O)(=O)c2ccc(C)cc2)cc1	18.4µM*	-3.8%	?
13	Clc1ccc(NC2=NCCCCC2)cc1	?	-3.8%	-1.1%
14	COc1ccc(NC(=O)CCCc2nnc3n(CCC(C)C)c(=O)c4sccc4n23)c(OC)c1	-34.1%	2.6%	-17.2%
15	COc1ccccc1C(=O)NNc1ncc(C)s1	?	7.4%	?
16	CC(=O)C1=C(C)Nc2ncnn2C1c1ccc(C)cc1 (configuration not stated)	16.2%	.	7.3%
17	N#C/C(=C/c1cn(-c2ccccc2)nc1-c1cccc(OCc2ccccc2)c1)C(=O)NCCCn1ccnc1	?	8.0%	?
18	COC(=O)c1ccc(NC(=O)c2ccc3nc(C)sc3c2)cc1	-0.7%	.	-6.2%
19	Cn1c(=O)c(=O)n(C)c2cc(S(=O)(=O)N3CCc4ccccc43)ccc21	-28.1%	-0.9%	-19.2%
20	COc1ccccc1C(=O)N1CCN(Cc2nc(CC3CC3)no2)CC1	-7.8%	2.4%	-0.3%
21	Brc1ccc(OCCN2CCOCC2)cc1	-0.1%	3.7%	-2.5%
22	CCOC(=O)NC(=O)c1cn(Nc2ccccc2C(F)(F)F)c(=O)[nH]c1=O	-8.2%	.	7.0%
23	CC(=O)Oc1c(I)cc(I)cc1C(=O)Nc1ccc(Cl)cc1	20.6µM*	4.6%	?
24	CN(CCC#N)S(=O)(=O)c1cc2c3c(c1)CCN3C(=O)CC2	-13.3%	-3.6%	-3.0%
25	CC1CCN(C(=O)CSc2nnc(Cc3cccn3C)n2CCc2ccccc2)CC1	?	2.6%	16.4µM*
26	CCC/C(C#Cc1cc(OC)cc(OC)c1)=C1/c2ccccc2C(=O)N1c1ccccc1	?	0.6%	25.9µM*
27	CCOC(=O)c1cc(C)sc1/N=C/C1=C(O)CCCC1=O	-17.0%	2.7%	-21.5%
28	Cc1ccc2c(c1)CN(CCNC(=O)c1cc3ccccc3oc1=O)CC(C)O2 (configuration not stated)	-7.9%	.	9.8%[9.04 µM]
29	Cc1ccc2c(c1)CN(CCNC(=O)c1n[nH]c3c1CCCC3)CC(C)O2 (configuration not stated)	-12.9%	.	?
30	COc1ccc(S(=O)(=O)N2CCN(Cc3ccc4c(c3)OCO4)CC2)cc1C	?	6.6%	-29.9%
31	CCOC(=O)c1c(C)[nH]c(C)c1C(=O)COC(=O)c1sccc1C	-9.2%	9.1%	-22.5%
32	COc1ccc(C(=O)N2CCN(C3CCCCC3)CC2)cc1OC	?	.	-5.3%
33	CCc1nnc(NC(=O)CCC(=O)N2CCN(Cc3ccc(F)cc3)CC2)s1	-4.2%	-0.4%	-26.3%
34	N#CC1=C(N)Oc2cc(N)ccc2C1c1ccc(F)cc1F (configuration not stated)	?	.	?
35	O=C(Cc1c[nH]c2ccccc12)Nc1nccs1	-17.4%	2.1%	-10.6%
36	COc1ccc(Cl)cc1NC(=O)[C@H]1O[C@@H]2OC(C)(C)O[C@@H]2[C@H]2OC(C)(C)O[C@H]21	?	5.1%	?
37	COc1ccc2nc(C)[nH]c(=O)c2c1	9.8%	-3.8%	0.2%
38	Cc1cccc2cc(C#N)c(NCCCNS(=O)(=O)c3ccc(Cl)cc3)nc12	?	.	18.4µM*
39	O=C(NC1CCCCC1)C(c1cccs1)N(CC1CCCO1)C(=O)c1csnn1 (configuration not stated)	-14.2%	7.4%	-8.8%
40	CC12CCC(CC1=O)C2(C)C (configuration not stated)	-12.6%	13.2%	7.1%
41	COc1cc(CC(=O)OCC(=O)NCc2ccc(C)cc2)cc(OC)c1OC	4.1%	2.5%	-7.1%
42	CCNC(=S)N1CCC(C(O)(c2ccccc2)c2ccccc2)CC1	-21.5%	5.5%	5.2%
43	O=C(O)c1cccc(-n2c(/C=C/c3cccc([N+](=O)[O-])c3)nc3ccccc3c2=O)c1	0.5%	.	4.7%
44	O=C(CC[C@H]1O[C@@H](n2ccc(=O)[nH]c2=O)[C@H](O)[C@@H]1O)N[C@H](Cc1ccccc1)C(=O)NCC1CCCCC1	-11.4%	.	-9.5%
45	Cc1nc(SCC(=O)NCC2CCCO2)c2c3c(sc2n1)CCCC3 (configuration not stated)	?	14.5%	?
46	O=C(NC1CC(=O)N(c2ccccc2)C1)C1CCCC1 (configuration not stated)	-14.4%	2.6%	16.4%
47	COc1ccc(NC(=O)COC(=O)C2CC(=O)N(c3ccc(C)cc3)C2)cc1 (configuration not stated)	-5.5%	0.0%[0.0935 µM]	-11.4%
48	CCc1ccc(CNC(=O)CC2C(=O)NCCN2Cc2ccccc2F)nc1 (configuration not stated)	5.17µM*	5.4%	-17.9%
49	Cc1cccc(NC(=O)/C(=C/c2cccc([N+](=O)[O-])c2)NC(=O)c2cccs2)c1	1.84µM*	5.3%	-46.0%
50	COc1cc(CNC(=O)Nc2nc(C(N)c3ccccc3)cs2)cc(OC)c1OC (configuration not stated)	-19.6%	.	4.0%
51	COc1ccc(OC)c(NC(=O)CNC(=O)Cn2ccc3ccccc3c2=O)c1	?	7.4%	-25.2%
52	c1ccc2c(c1)NC(c1ccncc1)n1c-2nc2ccccc21 (configuration not stated)	-50.2%	8.7%	?
53	COc1cc(NS(=O)(=O)c2ccc(NC(=O)c3ccc(Cl)cc3Cl)cc2)nc(OC)n1	-19.5%	4.8%[12.3 µM]	?
54	Cc1ccc(-n2nc3c(c2NC(=O)c2cccs2)CS(=O)(=O)C3)cc1C	0.8%	4.4%	-20.9%
55	CCN1CCN(c2cc(C)c3cc(NC(=S)N(CC)CC)ccc3n2)CC1	?	-2.3%	?
56	O=C1c2ccccc2[C@@H]2Cc3csc[n+]3[C@H]12	5.17µM*	.	3.66µM*
57	CC(Sc1nnc(-c2ccccc2F)n1C)C(=O)NC1CCCCC1 (configuration not stated)	3.0%	0.8%	-4.6%
58	COc1ccc(NC(=O)CN(C)C(=O)CCCSc2nc3ccccc3[nH]2)cc1	-16.9%	1.0%	-26.6%
59	OC[C@H]1O[C@@H](c2nc(-c3ccccc3Br)no2)[C@H](O)[C@@H]1O	6.51µM*	.	0.517µM*
60	CSc1ccc(CN2CCC(C)(Oc3cccc(F)c3)C2)cc1 (configuration not stated)	?	.	?

Additional results.
entry	molecule	DT40 TDP1 no CPT	TDP1 block	DT40 TDP1 CPT
61	CC(=O)c1cc2c(cc1NC(=O)CCn1cccc1)OCO2	-7.2%	8.0%	7.4%
62	CCOC(=O)[C@]12CCCC=C1N(Cc1cccc3ccccc13)C(=O)[C@H](CC(=O)N1CCOCC1)C2	-29.6%	.	?
63	COc1ccc2[nH]c(C(=O)NCc3ccc4c(c3)OCO4)cc2c1	?	2.6%	-7.1%
64	C=CCOC(=O)c1ccc(-n2cncn2)nc1	0.3%	3.4%	-0.2%
65	O=C(Nc1ccc(Cl)cc1)N1CCC(CN2CCCC2)CC1	-16.8%	5.0%	-6.6%
66	COc1ncnc2c1ncn2CCCNCc1ccc(C)o1	1.0%	.	-15.2%
67	COc1ccccc1N(C)S(=O)(=O)c1ccc(Cl)c(C(=O)N2CCC2)c1	?	0.7%	16.4µM*
68	CCCCC[C@H](C)N1C[C@@H](COCc2ccccc2)Oc2cc(N3CC[C@@H](N(C)C)C3)ccc2S1(=O)=O	?	.	?
69	Cc1c2cnn(-c3ccccc3)c(=O)c2c(C)n1CCCC(=O)Nc1ccc(F)cc1F	16.4µM*	5.1%	?
70	Cc1ccc(NC(=O)C(=O)NCC(c2cccnc2)N2CCN(C)CC2)cc1F (configuration not stated)	-22.9%	3.9%	-23.9%
71	COc1ccc(Cl)cc1NC(=O)CCS(=O)(=O)c1ccc(Br)cc1	?	.	?
72	O=C(C1COc2ccccc2O1)N1CCN(c2nc3ccc([N+](=O)[O-])cc3s2)CC1 (configuration not stated)	23.1µM*	.	?
73	Cc1ccc(CNC(=O)c2cnc3c(-c4ccc(F)cc4)c(C)nn3c2C)o1	-44.5%	5.8%	-6.7%
74	CC1(C)CN(c2ccc(F)cc2)C1=O	-4.9%	2.7%	8.6%
75	COc1ccc(-n2cnnc2SCC(=O)N(C)c2ccccc2)cc1	-5.2%	-4.0%	-4.4%
76	O=C(Nc1nnc(C2CC2)s1)c1cc(-c2ccccc2)nn1-c1ccccc1	?	6.2%	-27.6%
77	Fc1ccc(N2CCN(C3CCC(c4ccccc4)CC3)CC2)cc1 (configuration not stated)	-19.9%	6.5%	-28.8%
78	COc1ccc(NS(=O)(=O)c2ccc3oc4ccccc4c3c2)cn1	?	3.3%	23.1µM*
79	O=C(O)/C(=C\c1ccco1)NC(=O)c1ccc(Br)o1	-17.3%	.	-7.6%
80	CN(C)C(=O)c1ccc(-c2cc3onc(-c4ccccc4)c3c(=O)n2C)cc1	16.4µM*	0.8%	?

In the list so far, ten have an NH in an aromatic ring:
entry	molecule	DT40 TDP1 no CPT	TDP1 block	DT40 TDP1 CPT
6	Cc1nc(S/C(=C/c2ccc(OCc3ccc(C(=O)O)cc3)cc2)C(=O)O)n[nH]1	-6.0%	12.6µM*	17.8%
9	C=CC[C@H](CC(=O)N(CCO)Cc1ccccc1)C(=O)N[C@H](COC(=O)[C@H](CC=C)CC(=O)OC(C)(C)C)Cc1c[nH]c2ccccc12	?	5.0%	?
22	CCOC(=O)NC(=O)c1cn(Nc2ccccc2C(F)(F)F)c(=O)[nH]c1=O	-8.2%	.	7.0%
29	Cc1ccc2c(c1)CN(CCNC(=O)c1n[nH]c3c1CCCC3)CC(C)O2 (configuration not stated)	-12.9%	.	?
31	CCOC(=O)c1c(C)[nH]c(C)c1C(=O)COC(=O)c1sccc1C	-9.2%	9.1%	-22.5%
35	O=C(Cc1c[nH]c2ccccc12)Nc1nccs1	-17.4%	2.1%	-10.6%
37	COc1ccc2nc(C)[nH]c(=O)c2c1	9.8%	-3.8%	0.2%
44	O=C(CC[C@H]1O[C@@H](n2ccc(=O)[nH]c2=O)[C@H](O)[C@@H]1O)N[C@H](Cc1ccccc1)C(=O)NCC1CCCCC1	-11.4%	.	-9.5%
58	COc1ccc(NC(=O)CN(C)C(=O)CCCSc2nc3ccccc3[nH]2)cc1	-16.9%	1.0%	-26.6%
63	COc1ccc2[nH]c(C(=O)NCc3ccc4c(c3)OCO4)cc2c1	?	2.6%	-7.1%

Remaining list, next part:
entry	molecule	DT40 TDP1 no CPT	TDP1 block	DT40 TDP1 CPT
81	COc1ccc(Cn2ccc3nc(C)c(C(=O)NCc4ccc(C)cc4)cc3c2=O)cc1	?	4.5%	25.9µM*
82	COc1ccc(CN2CCOC2=O)cc1OC	-1.9%	4.1%	?
83	COc1cccc(CNC(=O)c2ccc(F)c(S(=O)(=O)N3CCCCC3)c2)c1	?	.	-14.6%
84	CC(Sc1nnc(C2CC2)n1C)C(=O)Nc1ccc(N2CCOCC2)cc1 (configuration not stated)	-5.4%	-0.2%	-0.6%
